# From PubChem
# Dynein transport – dynein cargo transport inhibition; 3617.4 mouse cells, GR-EGFP nuclear translocation imaging; test concentration mostly 20 µM; stimulated with dexamethasone, 1 µM; active compounds read low; z-score, hits read low; 0.47% of 220,000 active; AID 1381;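 active means plate z-score of nuclear minus cytoplasmic receptor signal below a set negative limit, without overly bright fluorescence or cell loss, cut at about -3.5 in these data, passing the limit was not always enough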;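 further: z-score of nuclear minus cytoplasmic ring GR-EGFP intensity difference per well; some compounds called inactive have numbers as strong as hits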
#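 Buffer or medium: tetracycline-free induction medium containing charcoal-stripped FBS / Reagent: dexamethasone agonist, 1.0 µM final, for 30 min / Technique: automated 10x imaging of fixed Hoechst-stained cells / Times: induction 48 h, compound 1 h, agonist 30 min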
# WT yeast gro inh – growth inhibition of WT yeast, mitochondrial fusion screen | AID 1362 | 2.1% of 190,000 active | inhibition, % at 10 µM | mitochondrial fusion phenotypic screen, WT strain; in the data active means inhibition above about 58%; tested in S. cerevisiae
# Yfh1-depleted yeast – mitochondrial function rescue without frataxin homolog – Friedreich's ataxia, plus single-dose screen, dose response (AID 1465); S. cerevisiae Yfh1-off respiration, WST-1 reduction, 72 h; higher fold induction means a stronger effect; fold induction at 50 µM; hits with a dose series show EC50 in µM; 0.074% of 220,000 active;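 active means fold induction of absorbance versus untreated yeast above a set limit, then at least 30% activation at any dose in follow-up; inconclusive means repeats straddling the limit, or above it without dose testing; inactive means fold induction below the set limit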;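 further: activators that raise dye reduction in frataxin-depleted yeast; strong numbers were not always called active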
# MT stabilizer – microtubule stabilization, imaging screen. 0.83% of 200,000 active. % tubulin-high responders, % at 10 µM. HeLa tubulin immunostaining HCS, 24 h; share of cells brighter than vehicle mean+2SD. AID 2205;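 active means plate Z-score above 3 for both tubulin-high and condensed-nucleus cell shares, with cell loss under 80%, at 10 µM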;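 further: anti alpha tubulin signal scored within the nucleus-defined area of each cell; some results filed as inactive read as strong as hits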
# Ins promoter up – MIN6 insulin promoter up-regulation; MIN6 insulin promoter-GFP reporter, high-content imaging; active compounds read high; z-score at 5 µM; 0.3% of 190,000 active;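 active means z-score above 3 at 5 µM with at least 500 cells counted in the well; inconclusive means wells under 500 cells, flagged as cytotoxic or low count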
# Autophagy HCS – alters autophagy in cells; MEF GFP-LC3 puncta imaging; test concentration mostly 10 µM; calls only at 10 µM (by protocol); 0.98% of 190,000 active; AID 463193;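 active means percentage of spot-positive cells more than 3 SD above its plate mean, without a fluorescence outlier flag or 80% toxicity; inconclusive means no clear call, values can overlap the other calls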;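 further: spot-positive cell cutoff set from DMSO-treated cells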
# PMI inhibitors – MPI enzyme activity inhibition – biochemical, fluorescence intensity, coupled assay, primary screen (AID 1209). purified PMI enzyme, coupled fluorescence intensity; higher % means a stronger effect. inhibition, % at 20 µM, or IC50 in µM where a hit was titrated. 0.42% of 190,000 active;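 further: plate controls were DMSO vehicle for no effect and wells lacking substrate for full effect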
# b-catenin transl – modulators of beta-catenin nuclear translocation. AID 1665. HeLa beta-catenin nuclear translocation, immunofluorescence imaging. nuclear translocation activity, % at 5 µM. 0.3% of 190,000 active;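 active means nuclear translocation activity above 50% at 5 µM, with a well cell count of 50 or more; inconclusive means wells under 50 cells across six images, flagged as toxic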;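 further: per-cell ratio of nuclear to cytoplasmic median beta-catenin stain intensity; plate controls were DMSO negative control for no effect and GSK-3 inhibitor IX positive control for full effect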
#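 Technique: fluorescence imaging of beta-catenin antibody stain plus DAPI / Material: human HeLa cell line / Incubation: compound treatment 24 h, 37°C, 5% CO2 / Read-out basis: % activation of per-cell nuclear versus cytoplasmic median beta-catenin signal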
# PMI inhibition – MPI inhibition at elevated mannose 6-phosphate – biochemical, fluorescence intensity, high mannose 6-phosphate, primary screen (AID 1220); inhibition, % at 20 µM, or IC50 in µM where a hit was titrated; 0.66% of 190,000 active; recombinant PMI enzyme, coupled fluorescence intensity; higher % means a stronger effect
# WT yeast gro inh mutant strain – further read-out of WT yeast gro inh, marked with its call; inhibition, %; mitochondrial fusion phenotypic screen, mutant strain inhibition
# Dynein transport cytoplasmic EGFP – recorded beside Dynein transport, whose call it bears; z-score; measured here: cytoplasmic GR-EGFP intensity; active compounds read high
# Dynein transport nuclear GR-EGFP – recorded beside Dynein transport, whose call it bears; z-score; measured here: nuclear GR-EGFP intensity;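 lower value marks the stronger effect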
# Dynein transport cell count – further read-out of Dynein transport, marked with its call; z-score; measured here: cell count per field
# Ins promoter up cell count – also measured in Ins promoter up; calls as there; cell count; measured here: cytotoxicity, nuclei count;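 total cells summed across four imaged fields per well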
# b-catenin transl cell count 5 µM – further read-out of b-catenin transl, marked with its call; cell count; measured here: cell count, cytotoxicity flag
# MT stabilizer Hoechst-high % – further read-out of MT stabilizer, marked with its call; % Hoechst-high responders; measured here: nuclear condensation Hoechst responders;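 share of cells brighter than vehicle mean plus two SD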
# MT stabilizer cytotoxicity % – further read-out of MT stabilizer, marked with its call; toxicity, %; measured here: cytotoxicity by cell density;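 0% = mean cell density of plate MIN control wells and 100% = no cells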
# Autophagy HCS cell loss 18 h – second read-out of Autophagy HCS, no call of its own (marks repeat the call); toxicity, %; measured here: cell loss, nuclei count;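 cell loss after 18 h compound exposure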
# * marks the source's active call; other numbers are inactive results; i = inactive; ? = inconclusive; / = no result given. Unless noted, no stated cut-off is given here; in the data, active means inhibition above about 50%; inactive means the rest.
SMILES,Dynein transport,Dynein transport cytoplasmic EGFP,Dynein transport nuclear GR-EGFP,Dynein transport cell count,WT yeast gro inh,WT yeast gro inh mutant strain,Yfh1-depleted yeast,MT stabilizer,MT stabilizer Hoechst-high %,MT stabilizer cytotoxicity %,Ins promoter up,Ins promoter up cell count,Autophagy HCS,Autophagy HCS cell loss 18 h,PMI inhibitors,b-catenin transl,b-catenin transl cell count 5 µM,PMI inhibition
Cc1ccccc1-c1nnc(SCC(=O)Nc2ccc3c(c2)OCCO3)n1N,0.17,1.6,0.57,-1.4,-3,-3,i,3.5,3.1,11,0.36,1441,i,30,-4%,0.1,1019,-5%
CC(=O)c1ccc(Nc2nc(=O)c3cccnc3s2)cc1,0.55,-0.21,0.2,-0.27,1,4,/,1.4,1.9,8.5,0.24,928,i,-2,8%,2.7,1158,-3%
Cc1cnc(C(=O)OCC(=O)NC(=O)NC(C)C)cn1,-0.23,-0.15,0.13,1.3,-11,8,i,4.7,4.1,4.9,1,1544,i,3,6%,-3.0,983,4%
Cc1nc(NC(C)c2ccccc2)c2oc3ccccc3c2n1 (stereo unspecified),-0.8,-0.18,-0.54,0.093,66*,56*,i,2.1,1.4,7.4,?,/,i,16,4%,3.7,1480,-1%
Cc1ccc(OCC(=O)NNC(=O)C(C)Sc2ncnc3sc(C)c(C)c23)cc1 (stereo unspecified),-0.057,-0.18,-0.51,0.16,9,10,i,1.7,1.8,0.7,0.92,1787,i,5,10%,0.5,1012,8%
COc1cc(C(C(=O)NC2CCCCC2)N(C(=O)Cc2c[nH]c3ccccc23)c2ccc(C)cc2)cc(OC)c1OC (stereo unspecified),-0.62,-0.22,-0.21,1,-28,-1,i,1.9,1.7,6.9,0.36,1301,i,-1,24%,-0.9,948,12%
COc1cccc(NC(=O)COC(=O)c2c3c(nc4ccccc24)CCC(C)C3)c1 (stereo unspecified),0.36,0.18,-0.35,-1.5,-31,-5,i,1.7,1.1,19,-1.3,1452,i,5,16%,-1.2,1409,7%
O=C(CCN1C(=O)c2ccc([N+](=O)[O-])cc2C1=O)Nc1cccc(O)c1,-0.11,-0.26,-0.14,0.13,-15,4,i,2.5,3.3,10,0.69,1580,i,1,6%,0.2,1091,5%
COc1ccc(CC(=O)N2N=C(C)CC2(O)c2cccnc2)cc1 (stereo unspecified),-1,0.38,-0.32,0.79,/,/,i,1.3,1.3,5.2,0.72,849,i,-10,3%,-2.8,1117,-6%
C#CCOCCOCCOCCNc1nc(N2CCN(C(=O)C(Cc3cc4ccccc4[nH]3)n3cc(C(N)Cc4ccc(O)cc4)nn3)CC2)nc(N2CCN(C(=O)C(Cc3cc4ccccc4[nH]3)n3cc(C(N)Cc4ccc(O)cc4)nn3)CC2)n1 (stereo unspecified),0.67,0.24,0.9,-1,-10,-10,/,1.0,1.0,1.3,0.22,1220,i,28,-22%,4.9,1021,-32%
Cc1ccccc1-c1nn2c(-c3ccccc3)nnc2s1,0.99,-0.16,0.67,-0.14,37,19,i,2.2,1.0,7.6,0.96,1261,i,1,3%,-5.7,961,-2%
CCOc1ccccc1N(CC(=O)NCCSc1ccccc1)S(C)(=O)=O,-0.75,0.2,-0.34,-0.46,-4,-26,i,1.3,1.9,3.7,-0.06,1514,i,15,4%,1.2,1530,-1%
O=C(c1cccc2ccccc12)N1CCN(c2ccccc2F)CC1,-0.18,-0.14,0.46,-1.4,16,10,i,4.1,2.3,12,-0.4,1253,i,10,0%,0.7,798,0%
Cc1ccc(-c2nnn(CC(=O)N(Cc3cccs3)C(C(=O)NC3CCCC3)c3ccncc3)n2)cc1 (stereo unspecified),-0.25,0.4,-0.27,0.8,0,4,i,4.0,1.2,6.1,/,/,i,4,14%,-2.0,544,14%
CCN(CC)CCN(C(=O)c1ccc([N+](=O)[O-])cc1)c1nc2ccc(OC)cc2s1,0.0053,0.19,0.05,0.71,-5,8,i,1.6,1.4,1.9,0.41,1307,i,12,1%,-0.7,1094,-14%

# Just MT stabilizer, for some of the entries so far:
mol | MT stabilizer
Cc1ccc(OCC(=O)NNC(=O)C(C)Sc2ncnc3sc(C)c(C)c23)cc1 (stereo unspecified) | 1.7
COc1cc(C(C(=O)NC2CCCCC2)N(C(=O)Cc2c[nH]c3ccccc23)c2ccc(C)cc2)cc(OC)c1OC (stereo unspecified) | 1.9
COc1cccc(NC(=O)COC(=O)c2c3c(nc4ccccc24)CCC(C)C3)c1 (stereo unspecified) | 1.7

# Further results
SMILES,Dynein transport,Dynein transport cytoplasmic EGFP,Dynein transport nuclear GR-EGFP,Dynein transport cell count,WT yeast gro inh,WT yeast gro inh mutant strain,Yfh1-depleted yeast,MT stabilizer,MT stabilizer Hoechst-high %,MT stabilizer cytotoxicity %,Ins promoter up,Ins promoter up cell count,Autophagy HCS,Autophagy HCS cell loss 18 h,PMI inhibitors,b-catenin transl,b-catenin transl cell count 5 µM,PMI inhibition
Cc1ccc(S(=O)(=O)N/N=C/c2cn(C)nc2C)cc1,0.35,-0.36,0.4,-0.23,3,9,i,1.6,1.4,5.1,0.46,1294,i,23,2%,-4.3,1190,-6%
COc1ccc(NC(=O)O/N=C/c2ccncc2)cc1,0.4,-0.29,1,-0.51,5,3,i,2.1,1.4,1.8,/,/,i,7,6%,-1.3,575,35%
CCN(CC)S(=O)(=O)c1ccc(N2CCCCC2)c(NC(=O)c2ccncc2)c1,-0.47,-0.33,-0.088,0.33,-15,26,i,1.0,0.8,1.9,/,/,i,-4,4%,-3.7,1102,0%
CCN(CC)C(=O)CSc1nc2ccccc2c(=O)n1CCC(=O)NCc1ccc(F)cc1,-0.53,-0.28,-0.1,-0.14,-22,-2,i,1.9,1.8,6.3,-0.3,1477,i,0,9%,-1.3,1086,8%
Cc1cc(=O)oc2cc(OCC(=O)Nc3nnc(C4CC4)s3)ccc12,-0.56,-0.8,-0.61,0.72,/,/,i,/,/,/,-0.22,1043,/,/,/,-0.7,1257,/
Cc1ccc(CNC(=O)c2cc3c(s2)CN(Cc2ccccc2)C3)cc1,-0.22,-0.3,-0.001,0.63,8,-6,i,2.3,1.6,9.9,/,/,i,-29,-25%,-0.4,1117,-10%
CCC(=O)N1CCc2cc(S(=O)(=O)NC(C(=O)NCc3ccc(C)cc3)C(C)C)ccc21 (stereo unspecified),1,-0.47,0.31,0.031,-35,-66,i,4.3,3.1,2.9,-1.4,1375,i,-1,-10%,-1.9,884,8%
O=C(O)c1ccccc1-c1nc2ccccc2n1-c1ccccc1,-0.24,-0.22,-0.47,1,-5,-18,i,2.4,2.3,8.9,0.48,1277,i,2,-8%,-3.0,587,-8%
Cc1ccc(NC(=O)c2cc(N3C(=O)C4CCCCC4C3=O)ccc2N2CCOCC2)cc1 (stereo unspecified),-0.21,-0.4,0.093,0.94,-13,-1,i,3.9,2.0,8.1,0.21,1433,i,-8,2%,-0.8,1061,-3%
C[C@@H](C(=O)Nc1nc(-c2ccccn2)cs1)N1C(=O)C2CCCCC2C1=O (stereo partly specified),-0.48,-0.23,0.42,1.3,55,8,i,2.5,1.3,3.9,1.2,865,i,-3,1%,-4.2,1002,-1%
CCN(CC)C(=S)NC(=O)c1cccnc1,-1,-0.22,-1.2,0.59,-9,-4,i,1.2,1.7,4.2,0.35,1443,i,19,17%,0.1,1569,12%
NC(=O)c1cc(Br)cc(C2CCCCC2)c1O,0.053,-0.21,-0.015,0.21,/,/,i,/,/,/,-0.06,1386,/,/,/,-3.7,1156,/
Cc1cccc(NN=C2c3ccccc3-c3ccccc32)c1,0.34,-0.084,0.054,1,19,10,i,6.6,1.9,8.1,-0.26,1176,i,-4,-42%,4.6,989,-88%
O=C1C2C3CC(C(Br)C3Br)C2C(=O)N1c1ccccn1 (stereo unspecified),0.058,-0.069,-0.24,1.1,8,-3,i,3.1,1.9,7.5,/,/,i,-17,8%,/,/,6%
COc1cc(NS(=O)(=O)c2ccc(NC(=S)NC(=O)COc3ccccc3OC)cc2)nc(OC)n1,0.14,-0.037,0.2,0.033,0,8,i,3.8,1.4,6.3,/,/,i,17,1%,0.6,1027,-4%
Cc1cc(N2C(=O)C(O)=C(C(=O)c3cccs3)C2c2ccc(F)cc2)no1 (stereo unspecified),0.9,0.31,0.3,-0.45,/,/,i,/,/,/,0.6,1373,/,/,/,-0.1,1222,/
CCOc1ccc(Nc2cc(=O)oc3ccccc23)cc1,0.01,-0.23,-0.86,-0.15,4,21,i,29*,15*,27*,-0.85,1472,i,4,-3%,1.3,1300,-7%
COc1ccc(OC)c(S(=O)(=O)N(C)CC(=O)N2CCc3ccccc3C2)c1,-0.39,-0.13,-0.28,0.63,1,1,i,1.3,2.1,4.0,-0.35,1555,i,2,13%,0.2,973,4%
CCC(=S)/C=C1\Sc2ccccc2N1CCCS(=O)(=O)O,-0.31,-0.22,0.27,0.43,12,-6,i,2.4,2.0,8.5,0.17,1323,i,12,2%,-0.9,1357,-8%
O=C1C2=C(CCCC2)C(=O)N1c1cccc(OCCBr)c1,-0.17,-0.31,-0.47,0.28,-4,-10,i,3.4,1.7,8.5,0.53,1283,i,7,31%,/,/,34%
O=C(O)c1ccc(CNCc2ccc(Cl)cc2)cc1,-1.2,-0.27,-0.67,0.45,-16,-13,i,2.7,2.2,14,-0.12,1510,i,-1,0%,-3.1,1193,6%
